Bioassay records (PubChem BioAssay)
Mtb BioA inh = M. tuberculosis BioA enzyme inhibitors, primary screen, biochemical, plate reader, single point, HTS. purified M. tuberculosis BioA enzyme. inhibition, % at 9.99 µM. 0.096% of 360,000 active. AID 602481, 2012; in the data active = inhibition above about 40%
An asterisk follows results filed as active; & = joins results of further samples.

SMILES	Mtb BioA inh
C[C@H](CO)N1C[C@H](C)[C@@H](CN(C)C(=O)Cc2ccccc2)Oc2cc(C3=CCCCC3)ccc2S1(=O)=O	3.4
C[C@H]1CN([C@@H](C)CO)C(=O)c2cccc(NS(C)(=O)=O)c2O[C@@H]1CN(C)S(=O)(=O)c1ccc(Cl)cc1	-1.6
C[C@H]1CCCCO[C@H](CN(C)S(=O)(=O)c2ccc(Cl)cc2)[C@@H](C)CN([C@@H](C)CO)C(=O)c2cc(NC(=O)Nc3ccc4c(c3)OCO4)ccc2O1	-1.8
Cc1cccc(S(=O)(=O)N(C)C[C@H]2OCc3cn(nn3)CCCC(=O)N([C@H](C)CO)C[C@H]2C)c1	-2.2
COc1ccc(S(=O)(=O)N(C)C[C@H]2Oc3c(NC(=O)C4CCCCC4)cccc3C(=O)N([C@@H](C)CO)C[C@@H]2C)cc1	-1.4
C[C@@H]1CCCCO[C@@H](CN(C)CC2CC2)[C@@H](C)CN([C@H](C)CO)C(=O)c2cc(NC(=O)Cc3ccccc3)ccc2O1	-0.4
C[C@@H]1CN([C@H](C)CO)C(=O)c2cc(NS(=O)(=O)c3cccs3)ccc2O[C@@H]1CN(C)Cc1ccc(C(=O)O)cc1	-4.3
CCNC(=O)C[C@@H]1CC[C@H]2[C@@H](COc3ccc(NC(=O)c4cccc(C(F)(F)F)c4)cc3C(=O)N2C)O1	-0.6
CN(C)C(=O)[C@H]1[C@H](CO)[C@H]2Cn3c(ccc(-c4ccccc4F)c3=O)[C@H]2N1C(=O)C1CC1	-0.8
Cc1noc(C)c1NC(=O)Nc1ccc2c(c1)C(=O)N([C@H](C)CO)C[C@H](C)[C@@H](CN(C)C(=O)NC1CCCCC1)OCCCC[C@@H](C)O2	-0.4
C[C@@H]1CN([C@@H](C)CO)C(=O)c2cc(NC(=O)Nc3cccc4ccccc34)ccc2O[C@@H]1CN(C)C(=O)Nc1ccc2c(c1)OCO2	-3.4
C[C@@H]1CN([C@H](C)CO)C(=O)c2cccc(N(C)C)c2O[C@@H]1CN(C)Cc1ccc(C(=O)O)cc1	-0.3
Cc1ccc(S(=O)(=O)N[C@@H]2CC[C@H](CCn3cc(C4(O)CCCC4)nn3)O[C@H]2CO)cc1	-2.6
C[C@@H]1CN([C@H](C)CO)S(=O)(=O)c2ccc(C#Cc3ccccc3)cc2O[C@H]1CN(C)C(=O)Cc1ccccn1	1.7
C[C@@H]1CN([C@@H](C)CO)C(=O)c2cc(C3=CCCCC3)cnc2O[C@@H]1CN(C)Cc1cccc(F)c1	7.0
C[C@@H]1CCCCO[C@@H](CN(C)Cc2ccc3c(c2)OCO3)[C@H](C)CN([C@@H](C)CO)C(=O)c2cc(NC(=O)C3CCCCC3)ccc2O1	0.7
O=C(NCC1CC1)[C@H]1[C@H](CO)[C@H]2Cn3c(ccc(C4=CCCC4)c3=O)[C@@H]1N2C(=O)C1CC1	-2.4
COc1ccc(NC(=O)Nc2cccc3c2O[C@@H](CN(C)Cc2ccc(-c4ccccc4)cc2)[C@@H](C)CN([C@H](C)CO)C3=O)cc1	-4.5
O=C(C[C@H]1C[C@@H]2c3cc(NS(=O)(=O)c4ccc(F)cc4)ccc3O[C@@H]2[C@@H](CO)O1)NCCc1ccccc1	1.4
COCC(=O)NC[C@@H]1[C@@H](c2ccccc2)[C@H](CO)N1C(C)=O	0.3
COc1ccc(S(=O)(=O)N2C[C@@H](O)COC[C@@H]3O[C@@H](CC(=O)NCCCN4CCOCC4)CC[C@H]32)cc1	1.3
O=C(c1ccccc1F)N1C[C@@H]2[C@H](c3ccccc31)[C@H](CO)N2C(=O)C1CCCC1	0.4
O=C(C[C@@H]1CC[C@H]2[C@@H](COC[C@@H](O)CN2C(=O)C2CCCC2)O1)NCc1ccncc1	-4.3
C[C@H]1CCCCO[C@H](CN(C)C(=O)C2CCCCC2)[C@@H](C)CN([C@@H](C)CO)C(=O)c2cc(NC(=O)Nc3ccc4c(c3)OCO4)ccc2O1	-4.8
CCCNC(=O)N(C)C[C@@H]1Oc2ncc(-c3ccc(C(=O)N(C)C)cc3)cc2C(=O)N([C@@H](C)CO)C[C@H]1C	0.2

Six compounds already listed, ordered by SMILES length, lowest first.
SMILES	Mtb BioA inh
COCC(=O)NC[C@@H]1[C@@H](c2ccccc2)[C@H](CO)N1C(C)=O	0.3
Cc1ccc(S(=O)(=O)N[C@@H]2CC[C@H](CCn3cc(C4(O)CCCC4)nn3)O[C@H]2CO)cc1	-2.6
C[C@@H]1CN([C@H](C)CO)C(=O)c2cccc(N(C)C)c2O[C@@H]1CN(C)Cc1ccc(C(=O)O)cc1	-0.3
O=C(C[C@H]1C[C@@H]2c3cc(NS(=O)(=O)c4ccc(F)cc4)ccc3O[C@@H]2[C@@H](CO)O1)NCCc1ccccc1	1.4
COc1ccc(NC(=O)Nc2cccc3c2O[C@@H](CN(C)Cc2ccc(-c4ccccc4)cc2)[C@@H](C)CN([C@H](C)CO)C3=O)cc1	-4.5
C[C@H]1CCCCO[C@H](CN(C)S(=O)(=O)c2ccc(Cl)cc2)[C@@H](C)CN([C@@H](C)CO)C(=O)c2cc(NC(=O)Nc3ccc4c(c3)OCO4)ccc2O1	-1.8

Remaining list, next part:
SMILES	Mtb BioA inh
CNC[C@@H]1Oc2ncc(-c3ccc(OC)cc3)cc2C(=O)N([C@H](C)CO)C[C@@H]1C	1.1&-1.9
O=C(c1ccccc1)N1CC[C@@H]2[C@@H](CO)Nc3ccc(-c4ccccc4F)cc3[C@@H]21	1.7
COc1ccc(NC(=O)N2C[C@@H]3[C@H](c4ccccc42)[C@@H](CO)N3Cc2ccccn2)cc1	-0.6
CC(C)NC(=O)N(C)C[C@@H]1Oc2ccc(N(C)C)cc2CC(=O)N([C@H](C)CO)C[C@H]1C	-2.0
CN(C)CC#Cc1ccc([C@@H]2[C@@H](CO)N3CCCCN(C(=O)C4CCC4)C[C@H]23)cc1	-0.6
C/C=C/c1cnc2c(c1)C(=O)N([C@@H](C)CO)C[C@@H](C)[C@@H](CN(C)S(=O)(=O)c1cccs1)O2	-1.6
CN1c2ccc(C#Cc3ccc(F)cc3)cc2[C@@H]2[C@@H](CCN2S(=O)(=O)c2ccccc2F)[C@H]1CO	4.4
N#C[C@H]1[C@@H](c2ccc(C#Cc3cccc(F)c3)cc2)[C@@H](CO)N1C(=O)C1CCCC1	-0.2
C[C@@H]1CN([C@@H](C)CO)S(=O)(=O)c2ccc(C#Cc3cccc(F)c3)cc2O[C@@H]1CN(C)S(=O)(=O)c1cn(C)cn1	1.0
N#Cc1ccc(-c2ccc3c(c2)[C@@H]2[C@@H](CCN2C(=O)Cc2ccncc2)[C@@H](CO)N3)cc1	1.8
CO[C@@H]1CN(C)C(=O)c2cc(NC(=O)Nc3cc(F)ccc3F)ccc2OC[C@H](C)N(C)C[C@H]1C	2.2
C[C@@H]1CN([C@H](C)CO)C(=O)Cc2cc(NS(=O)(=O)c3cn(C)cn3)ccc2O[C@@H]1CN(C)S(=O)(=O)c1ccccc1	-1.2
C[C@@H]1CCCCO[C@H](CN(C)Cc2ccc(C(F)(F)F)cc2)[C@H](C)CN([C@H](C)CO)C(=O)c2cc(NC(=O)Nc3ccc(C(F)(F)F)cc3)ccc2O1	-0.4
C[C@@H]1CN([C@@H](C)CO)C(=O)c2cccc(NS(=O)(=O)c3ccc(F)cc3)c2O[C@@H]1CN(C)Cc1ccc(C(=O)Nc2ccccc2N)cc1	-8.7
Cc1ccc(S(=O)(=O)N[C@H]2CC[C@@H](CCNC(=O)Nc3ccc(Cl)cc3)O[C@H]2CO)cc1	3.6
CN(C)C(=O)c1ccc(-c2ccc([C@H]3[C@@H](C#N)N(C(=O)Cc4ccccn4)[C@H]3CO)cc2)cc1	-1.1
C[C@@H]1CN([C@H](C)CO)C(=O)c2cc(-c3ccccc3F)cnc2O[C@H]1CN(C)C(=O)c1cnccn1	7.5
CO[C@H]1CN(C)C(=O)c2ccc(NC(=O)c3cnccn3)cc2OC[C@@H](C)N(C(=O)C2CC2)C[C@@H]1C	5.3
CCCNC(=O)N[C@@H]1C=C[C@@H](CC(=O)NCCc2ccccc2)O[C@H]1CO	-1.1
O=C(N[C@@H]1CC[C@H](CCNS(=O)(=O)c2ccc(F)cc2)O[C@H]1CO)C1CCOCC1	3.8
CNC[C@H]1Oc2ccc(N(C)C)cc2CC(=O)N([C@@H](C)CO)C[C@H]1C	-2.0
C[C@H](CO)N1C[C@H](C)[C@@H](CN(C)C(=O)Nc2ccc3c(c2)OCO3)Oc2ncc(-c3ccccc3)cc2C1=O	6.4
C[C@@H]1CN([C@H](C)CO)C(=O)c2cc(NC(=O)CCN3CCOCC3)ccc2O[C@H]1CN(C)C(=O)Nc1cccc2ccccc12	-0.8
C[C@@H]1CCCCO[C@H](CN(C)S(=O)(=O)c2ccc(F)cc2)[C@H](C)CN([C@@H](C)CO)C(=O)c2cc(NS(C)(=O)=O)ccc2O1	1.6
O=C([C@H]1[C@H](CO)[C@H]2Cn3c(ccc(-c4ccncc4)c3=O)[C@H]2N1Cc1cocn1)N1CCCCC1	-0.9

3 neighbouring compounds out of the list so far:
SMILES	Mtb BioA inh
C[C@@H]1CN([C@H](C)CO)C(=O)c2cc(NC(=O)CCN3CCOCC3)ccc2O[C@H]1CN(C)C(=O)Nc1cccc2ccccc12	-0.8
C[C@@H]1CCCCO[C@H](CN(C)S(=O)(=O)c2ccc(F)cc2)[C@H](C)CN([C@@H](C)CO)C(=O)c2cc(NS(C)(=O)=O)ccc2O1	1.6
O=C([C@H]1[C@H](CO)[C@H]2Cn3c(ccc(-c4ccncc4)c3=O)[C@H]2N1Cc1cocn1)N1CCCCC1	-0.9

Next records
SMILES	Mtb BioA inh
COc1cccc(NC(=O)N[C@@H]2CC[C@@H](CC(=O)NCc3ccccn3)O[C@H]2CO)c1	4.7
COc1ccc(NC(=O)N(C)C[C@@H]2OCCCC[C@@H](C)Oc3ccc(NC(=O)C4CCCCC4)cc3C(=O)N([C@@H](C)CO)C[C@@H]2C)cc1	-1.6
CC=Cc1ccc2n(c1=O)C[C@H]1[C@H](CO)[C@@H](C(=O)NCCC)[C@@H]2N1Cc1cccnc1 (mixture of isomers)	0.1
C[C@H]1CN([C@@H](C)CO)C(=O)Cc2cc(NS(=O)(=O)c3ccc(Cl)cc3)ccc2O[C@H]1CN(C)Cc1ccc2c(c1)OCO2	-1.7
COc1ccc(S(=O)(=O)Nc2ccc3c(c2)C(=O)N([C@H](C)CO)C[C@H](C)[C@H](CN(C)S(=O)(=O)c2ccc(Cl)cc2)O3)cc1	-3.0
C[C@H](CO)N1C[C@H](C)[C@H](CN(C)CC2CC2)Oc2cc(C#CC3CC3)ccc2S1(=O)=O	1.0
CNC[C@H]1OCCCC[C@@H](C)Oc2ccc(NC(=O)Nc3ccccc3)cc2C(=O)N([C@@H](C)CO)C[C@@H]1C	2.2
O=C(N[C@H]1CC[C@H](CCNC(=O)C2CCCCC2)O[C@@H]1CO)c1ccncc1	-2.8
C[C@H]1CN([C@@H](C)CO)S(=O)(=O)c2ccc(-c3ccccc3)cc2O[C@@H]1CN(C)C(=O)CC1CC1	1.9
N#Cc1ccc(-c2ccc3c(c2)[C@H]2[C@H](CCN2C(=O)c2ccc4c(c2)OCO4)[C@H](CO)N3)cc1	-2.3
O=S(=O)(N[C@H]1CC[C@H](CCn2cc(-c3cccnc3)nn2)O[C@H]1CO)c1ccc(Cl)cc1	5.5
C[C@@H]1CN([C@@H](C)CO)C(=O)c2cc(NS(=O)(=O)c3ccc(F)cc3)ccc2O[C@H]1CN(C)C(=O)NC1CCCCC1	-0.6
Cc1ccc(S(=O)(=O)Nc2ccc3c(c2)C(=O)N([C@@H](C)CO)C[C@@H](C)[C@@H](CN(C)CC2CCCCC2)O3)cc1	4.0
CN(C)C(=O)C[C@H]1C=C[C@H](NC(=O)NC2CCCC2)[C@@H](CO)O1	0.0
CNC[C@@H]1Oc2ccc(NS(=O)(=O)c3ccc(F)cc3)cc2C(=O)N([C@@H](C)CO)C[C@H]1C	-1.0
CC(=O)N1CCCCN2[C@H](CO)[C@@H](c3ccc(-c4cccc(C)c4)cc3)[C@H]2C1	-1.0
CO[C@H]1CN(C)C(=O)c2ccc(NC(C)=O)cc2OC[C@@H](C)N(C(=O)CN2CCOCC2)C[C@@H]1C	1.6
C[C@H]1CCCCO[C@H](CN(C)Cc2ccc(C(F)(F)F)cc2)[C@@H](C)CN([C@@H](C)CO)C(=O)c2cc(NC(=O)CCCN(C)C)ccc2O1	-1.6
CNC[C@H]1Oc2ccc(NC(=O)CCC(F)(F)F)cc2CC(=O)N([C@@H](C)CO)C[C@H]1C	-0.9
CN(C)C(=O)[C@@H]1[C@@H](CO)[C@@H]2Cn3c(cccc3=O)[C@@H]2N1C(=O)C1CCC1	0.0
CS(=O)(=O)N1[C@H](C#N)[C@H](c2ccc(C#CC3CCCC3)cc2)[C@H]1CO	0.2
CC(C)NC(=O)N(C)C[C@@H]1OCCCC[C@H](C)Oc2ccc(NC(=O)Nc3ccc4c(c3)OCO4)cc2C(=O)N([C@@H](C)CO)C[C@H]1C	-0.3
COc1cccc(S(=O)(=O)N(C)C[C@H]2Oc3ncc(C#CCN(C)C)cc3C(=O)N([C@H](C)CO)C[C@H]2C)c1	-1.2
C[C@H](CO)N1C[C@H](C)[C@H](CN(C)Cc2ccc(C(=O)O)cc2)Oc2ccc(NS(=O)(=O)c3ccc(F)cc3)cc2CC1=O	-2.6
CC=Cc1ccc2n(c1=O)C[C@@H]1[C@@H](CO)[C@H](C(=O)NC3CCC3)[C@H]2N1Cc1cccnc1 (mixture of isomers)	0.9
Cc1ccc(S(=O)(=O)N(C)C[C@H]2OCCCC[C@H](C)Oc3ccc(NS(=O)(=O)c4ccc(Cl)cc4)cc3C(=O)N([C@H](C)CO)C[C@@H]2C)cc1	-1.3
C[C@@H]1CN([C@@H](C)CO)C(=O)Cc2cc(NC(=O)Nc3ccc(F)cc3)ccc2O[C@@H]1CN(C)Cc1ccc2c(c1)OCO2	-2.1
COCC(=O)Nc1ccc2c(c1)OC[C@@H](C)N(CC1CC1)C[C@@H](C)[C@@H](OC)CN(C)C2=O	-3.4
CC(C)NC(=O)Nc1ccc2c(c1)C(=O)N([C@H](C)CO)C[C@H](C)[C@@H](CN(C)C(=O)Cc1ccccc1)OCCCC[C@H](C)O2	0.2

These rows are one share of the data, so the mix of outcomes need not match the whole.
